# CHO parental Ca = counter-screen: ATP calcium response change in parental CHO cells | parental CHO-K1, ATP-induced calcium, Fluo-8 fluorescence | inhibition, % at 5.6 µM | hit rate 0.63% among 330,000 | AID 463079;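 active = inhibition above that plate's mean sample inhibition plus 3 SD, cut at about 26% in these data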;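 note: 0% = ATP-challenged DMSO wells and 100% = DMSO wells without ATP; some compounds past the cut are filed as inactive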
#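 material = parental CHO cells | also added = ATP as calcium-mobilizing challenge | dosing = single point at 5.6 µM | detection = intracellular calcium via Fluo-8 no-wash fluorescent dye | read-out = % inhibition | benchmarks = low control ATP plus DMSO, high control DMSO only | repeats = one well per compound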
# CHRM1 antagonist = human CHRM1 antagonism. CHO-K1 hM1, Fluo-8 calcium fluorescence, ACh EC80 antagonist. inhibition, % at 3 µM. hit rate 1.3% among 360,000;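 active = percent inhibition above its own plate's cutoff, namely the mean of that plate's compound wells plus 3 SD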;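 note: peak over basal fluorescence ratio during 140 s after agonist addition; 0% = ACh EC80 plus DMSO and 100% = DMSO alone without agonist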
# Target sequence (P11229 whole entry, looked up): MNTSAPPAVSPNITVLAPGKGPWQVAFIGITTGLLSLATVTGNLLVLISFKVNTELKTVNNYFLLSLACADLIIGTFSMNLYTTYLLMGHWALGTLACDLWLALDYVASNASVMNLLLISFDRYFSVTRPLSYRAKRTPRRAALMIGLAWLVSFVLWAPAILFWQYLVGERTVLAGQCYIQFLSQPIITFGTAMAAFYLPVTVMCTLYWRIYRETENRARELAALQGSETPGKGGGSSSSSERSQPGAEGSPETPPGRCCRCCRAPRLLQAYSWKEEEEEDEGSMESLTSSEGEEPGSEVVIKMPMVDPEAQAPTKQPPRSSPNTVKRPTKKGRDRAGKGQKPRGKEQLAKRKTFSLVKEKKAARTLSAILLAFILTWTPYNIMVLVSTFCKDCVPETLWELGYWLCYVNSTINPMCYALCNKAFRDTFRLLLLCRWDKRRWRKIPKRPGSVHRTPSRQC
# OXTR potentiator = potentiators of human oxytocin receptor | CHO-OTR cells, Fluo-8 calcium fluorescence, potentiator mode; 0% = oxytocin EC15, 100% = EC100 | hit rate 0.061% among 320,000 | activation, % at 3 µM | P30559;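 active = activation above that plate's cutoff, the mean activation of tested compounds plus 3 SD, cut at about 6.6% in these data, passing the limit was not always enough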;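 note: 100% uses oxytocin at 75 nM as the full agonist control; some results filed as inactive read as strong as hits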
# Target sequence (P30559 whole entry, looked up): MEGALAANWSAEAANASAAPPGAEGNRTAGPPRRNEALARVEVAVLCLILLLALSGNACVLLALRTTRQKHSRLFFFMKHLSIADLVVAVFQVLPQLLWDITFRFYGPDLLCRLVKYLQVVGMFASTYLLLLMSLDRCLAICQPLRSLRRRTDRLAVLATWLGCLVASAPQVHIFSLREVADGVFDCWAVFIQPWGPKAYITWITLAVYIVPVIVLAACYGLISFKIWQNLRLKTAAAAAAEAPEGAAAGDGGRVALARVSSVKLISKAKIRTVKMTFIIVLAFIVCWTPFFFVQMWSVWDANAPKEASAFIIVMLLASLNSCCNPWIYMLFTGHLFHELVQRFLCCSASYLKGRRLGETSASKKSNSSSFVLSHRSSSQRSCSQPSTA
#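 Replication – single well per compound, singlicate · Assay system – CHO cell line stably expressing human OTR · Timing – 6 min pre-incubation, 100 s read · Measure – normalized max/min fluorescence ratio, % activation · Doses – 3.0 µM, one dose · Detection – Fluo-8 calcium dye fluorescence · Probe or stimulus – oxytocin near EC15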
# M1 ag parental = counter-screen for M1 agonists: effect in parental CHO-K1 cells; AID 602248; activation, % at 3 µM; Fluo-8 calcium fluorescence; scaled to maximal ATP response, vehicle zero; hit rate 0.48% among 360,000; in the data active = activation above about 15%;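 note: untransfected CHO-K1 host cells lacking M1 receptor as counterscreen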
# CHO-K1 Ca antag = nonselective inhibitor or artifact in parental CHO-K1 cells; AID 602250; hit rate 0.6% among 360,000; ATP-induced calcium, Fluo-8 fluorescence; inhibition, % at 3 µM;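 active = inhibition above a per-plate cutoff, the plate's mean sample inhibition plus 3 SD, cut at about 24% in these data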;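 note: 0% = DMSO plus EC80 ATP and 100% = DMSO alone without ATP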
# CHRM4 antagonist = blocks acetylcholine activation of human M4 receptor; P08173; CHO-hM4 cells, ACh EC80, Fluo-8 calcium fluorescence; inhibition, % at 3 µM; hit rate 0.73% among 360,000; AID 624125;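 active = inhibition above its plate's cutoff, the mean inhibition of sample wells plus 3 SD, cut at about 27% in these data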;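 note: 0% = acetylcholine EC80 with DMSO and 100% = DMSO without agonist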
# M1 ag = human M1 muscarinic receptor agonism. CHO-K1 hM1, Fluo-8 calcium fluorescence, agonist mode; 0% DMSO, 100% acetylcholine EC100. activation, % at 3 µM. hit rate 0.33% among 360,000. AID 588814;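 active = activation above the run's mean compound activation plus 3 SD, cut at about 16% in these data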;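 note: peak over basal fluorescence ratio within a 140 s kinetic read after compound addition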
# M4 ag = agonists of human muscarinic M4 receptor (CHRM4) | CHO-K1 hM4/Gqi5, Fluo-8 calcium fluorescence; vehicle 0%, full acetylcholine response 100% | activation, % at 3 µM | hit rate 0.14% among 360,000 | AID 624127;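 active = activation above the run mean over all test wells plus 3 SD, cut at about 32% in these data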;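 note: peak over basal fluorescence ratio per well then scaled between controls; 0% = DMSO wells and 100% = acetylcholine at EC100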
# M1 PAM = human CHRM1 positive allosteric modulation | AID 588819 | CHO-K1 hM1, Fluo-8 calcium fluorescence, ACh EC20; 0% = ACh EC20, 100% = maximal ACh | activation, % at 3 µM | hit rate 0.088% among 360,000 | P11229; in the data active = activation above about 19%, passing the limit was not always enough
# Active calls of the source: *; x = not tested or not shown.
no.	SMILES	CHO parental Ca	CHRM1 antagonist	OXTR potentiator	M1 ag parental	CHO-K1 Ca antag	CHRM4 antagonist	M1 ag	M4 ag	M1 PAM
1	CN(/N=C/c1ccccc1O)C(=S)c1ccccc1	-11	-11	-9	-0.1	-3	-1	-5	1	3
2	COc1cc(OC)cc(C(=O)Nc2cc(C)on2)c1	-10	-20	2	0.7	-4	-2	2	0	17
3	Cc1cccc(Cn2ccc(NC(=O)c3ccc4c(c3)OCO4)n2)c1	-11	4	-2	0.4	3	2	-4	2	-2
4	Cc1cccc(Nc2ccc(C(=O)O)cc2[N+](=O)[O-])c1C	-5	-4	-5	-0.4	-8	-13	-4	-1	12
5	Cc1ccc(NS(=O)(=O)c2ccc(C(=O)N3CC(C)CC(C)C3)cc2)cc1 (stereo not given)	64*	53*	-22	53*	36*	35*	60*	107*	-17
6	O=C(CN1CCSCC1)N/N=C/c1ccc(F)cc1F	-9	-12	0	1.3	-7	-5	-4	0	13
7	C/C(=N\NC(=O)COc1ccc(C)cc1Br)c1cc([N+](=O)[O-])cs1	-1	3	-18	1.3	-6	7	-1	4	2
8	CCc1noc(C)c1C(=O)N1CCCSC1=Nc1ccccc1	-12	10	2	-1.0	-2	-3	-5	-1	2
9	O=C(Nc1ccc2c(c1)CN(Cc1ccccc1O)CC2)C1CCCO1 (stereo not given)	-7	19	-2	0.1	1	2	-5	1	-5
10	Cc1cc2oc(=O)cc(Cn3ccnc3)c2cc1C	11	-1	-3	-0.3	5	5	-6	1	2
11	CCOc1ccccc1C(=S)NC1CCCCC1	-21	-11	-8	-0.4	-8	-1	-6	-2	7
12	COc1cc([C@H]2OC[C@H]3[C@@H]2CO[C@H]3c2ccc(O)c(OC)c2)ccc1O	0	-11	1	-0.4	-2	-2	2	1	8
13	COc1ccc2[nH]c(=O)c(C(c3nnnn3C(C)(C)C)N(Cc3ccco3)CC3CCCO3)cc2c1 (stereo not given)	-24	12	4	-0.2	-3	4	-7	-1	-4
14	CC(=O)Nc1ccc(S(=O)(=O)NC2(C(F)(F)F)C(=O)Nc3c2c(=O)[nH]c(=O)n3C)cc1 (stereo not given)	-5	24	-6	2.3	-13	3	-2	1	-11
15	O=C(c1ccc(Cl)cc1)c1oc2ccccc2c1CS(=O)c1ccccc1 (stereo not given)	-30	6	-10	0.1	-17	0	-1	1	-5
16	COc1ccc(CCNC(=O)C(CC(C)C)NC(N)=O)cc1 (stereo not given)	-9	10	-11	-0.6	-3	1	-1	1	7
17	C[C@@H]1CN([C@@H](C)CO)C(=O)CCCn2nncc2CO[C@H]1CN(C)C(=O)Nc1ccc(F)cc1	x	-4	x	0.6	-1	0	-3	1	1
18	COc1cc2sc(-c3ccc(S(C)(=O)=O)cc3)c(C(=O)NCCCCO)c2cc1OC	1	0	-4	0.0	-7	-2	-2	5	6
19	CCN(CC)S(=O)(=O)c1ccc2c(c1)c(=O)c(C(=O)NCc1ccco1)cn2C	-20	-17	9	0.9	-22	-3	-5	2	13
20	COc1ccc(OC)c(NC(=O)c2cc(-c3cc(C)c(C)cc3O)n[nH]2)c1	-13	0	2	5.3	-3	-15	-3	20	3
21	Cc1ccc(C(O)P(=O)(OC2CCCCC2)OC2CCCCC2)cc1 (stereo not given)	-5	-1	-4	3.6	-6	-4	-4	0	5
22	Cc1c(-c2nc(N)nc(Nc3ccccc3)n2)oc2ccccc12	-32	-1	-23	-0.1	4	-5	-1	-3	2
23	O=C(CN1C(=O)c2ccccc2S1(=O)=O)NCc1ccco1	-2	-11	-2	1.1	-3	-5	-10	1	15
24	c1ccc(CCNc2nc3ccccc3n3nnnc23)cc1	-9	-16	-5	-0.4	-12	-10	-2	1	8
25	CCCC(=O)NNC(=O)CCC(=O)NCc1ccccc1	2	-1	-2	0.8	-12	1	-1	0	-1
26	COc1cc(/C=N\NC(=O)c2ccc(-c3ccccc3)cc2)cc(OC)c1OC(C)=O	x	4	x	8.4	-7	9	0	15	2
27	CC1(C(=O)NS(=O)(=O)C2CC2)CCN(C(=O)c2cccc(OC(F)(F)F)c2)C1 (stereo not given)	x	-18	x	0.1	-6	2	-3	0	10
28	CCN1CCN(C(=S)c2ccc(OC)cc2)CC1	-8	1	5	0.6	-5	4	-6	0	3
29	CCOC(=O)c1c(NC(=O)COC(=O)CCCOc2ccc(OC)cc2)sc(C(=O)N(C)C)c1C	x	8	x	1.7	6	-11	-2	7	5
30	CCn1c(=O)c(C(=O)CN2CCN(S(=O)(=O)c3cc(C)ccc3C)CC2)c(N)n(Cc2ccccc2)c1=O	-15	-9	-6	-0.6	-10	-11	-5	0	9
31	COc1ccc(S(=O)(=O)N2CCC(C(=O)NCc3ccc(C)cc3)CC2)cc1	-12	-11	-3	2.1	-7	-3	-3	2	14
32	COc1ccc(/C=N/NC(=O)c2cc(C3CC3)[nH]n2)cc1OC	-10	-5	-6	0.7	-11	-3	-4	2	4
33	O=C(NCc1ccco1)c1ccc(CNc2c(N3CCCCC3)c(=O)c2=O)cc1	6	3	-4	0.1	5	-6	1	0	2
34	O=C(C[C@H]1C/C=C\C[C@H](Cc2ccc(F)cc2)C(=O)O[C@@H](c2ccccc2)CNC1=O)N[C@H](CO)Cc1ccccc1	-18	9	-8	13	-3	3	37*	39*	2
35	O=C(CSC1=NCCN1)NC1CCCCCC1	-6	-4	-8	-0.1	-10	6	-7	1	3
36	Cc1cccc(C(=O)NCC(=O)N2CCC2)c1	-7	0	0	0.3	-17	-2	-3	0	3
37	COc1cc2c(cc1OC)CN(C(=O)/C=C/c1cc(OC)c(OC)c(OC)c1)CC2	-25	1	-18	7.4	5	-8	-5	4	0
38	O=C(c1ccc(Cl)cc1Cl)c1ncc(C(F)(F)F)cc1Cl	-11	19	0	0.2	5	9	-2	0	-8
39	COc1ccccc1C(=O)NCCN1CCC(n2c(=O)[nH]c3ccccc32)CC1	x	x	x	2.3	-9	2	x	4	x
40	COc1ccccc1C(=O)NCCC(=O)N1CCN(S(=O)(=O)c2ccccc2C(F)(F)F)CC1	x	-5	x	0.7	-5	-6	-7	3	4
41	Cc1ccc(NC(=S)Nc2ccc(OC(F)F)c(Cl)c2)cc1Cl	21	21	-9	6.5	15	16	-1	9	-13
42	COc1ccc([C@H]2CC(=O)C=C(c3ccc4c(c3)OCCO4)C2)cc1	-13	-17	-5	-0.1	-14	-7	-6	1	6
43	O=C(COc1ccc(Cl)cc1)N/N=C/c1cccc2cccnc12	-19	-22	0	3.1	-14	-12	1	7	16
44	O=C(c1ccccc1)N1N=C(c2ccccc2)CC1c1cccs1 (stereo not given)	-19	5	2	-1.3	-2	4	-3	-1	-5
45	COCCNC(=O)C1(C)CCCN(C(=O)c2cccnc2SC)C1 (stereo not given)	x	3	x	-0.4	12	-5	1	0	8
46	Oc1ccc(/C=N/NC(=S)Nc2cccnc2)c(O)c1	-4	-4	1	-0.3	5	10	-2	0	0
47	COc1ccc(OCc2cc(C(=O)N3CCN(CC(=O)N(C)C)CC3)no2)c(Cl)c1	-12	-6	-8	1.0	3	-2	-2	1	9
48	CC1CCN(C(=O)COC(=O)CCc2c[nH]c3ccccc23)CC1	-1	3	-8	4.4	-14	2	-5	2	-3
49	Cc1ccc(Nc2nc(NCc3ccccc3)nc3ccsc23)c(C)c1	x	55*	x	2.4	18	57*	16	39*	-24
50	Cc1ccc(CC2S/C(=N/c3ccccn3)NC2=O)cc1 (stereo not given)	-19	-4	-12	0.1	-6	13	-3	0	6
51	O=C1c2ccccc2C(=O)N1CC1=NCCc2ccccc21	-17	-6	-16	0.6	-10	-7	-6	1	7
52	CCOC(=O)N(C)C[C@@H]1OCc2ccccc2-c2c(n(C)c3ccccc23)C(=O)N([C@H](C)CO)C[C@H]1C	x	-9	x	0.9	-5	-11	-1	1	3
53	Cc1ccc(-c2nnc(OCc3nc4ccccc4n3C)c3ccccc23)cc1	-8	-7	-1	0.1	-8	6	-3	0	5
54	CCc1nnc(NC(=O)CC(C)c2ccccc2)s1 (stereo not given)	-17	-7	-7	0.9	-9	-4	-7	0	7
55	Cc1occc1C(=O)N(Cc1nc(-c2ccccc2)no1)C(C)C	-11	-3	-2	1.0	0	-5	-1	1	5
56	O=C(O)c1ccccc1-c1ccccc1C(=O)Nc1ccc2c(c1)oc(=O)c1ccccc12	x	-11	x	0.3	0	-12	-2	1	4
57	CN1OC[C@@H]2CN(C(=S)NCCc3ccccc3)[C@H](c3ccc(-n4ccnc4)cc3)C[C@@H]21	x	-6	x	0.5	6	2	-7	2	2
58	Cn1cc(CCNCc2cn[nH]c2-c2ccc(-c3ccccc3)cc2)cn1	-17	-15	-7	0.7	-2	-1	-3	2	12
59	CCc1cc(-c2cnnn2Cc2ccc3ccccc3c2)ccc1-c1cn(CC(C)C)nn1	x	-12	x	0.2	-9	0	-3	0	2
60	CC(NC(=O)Cc1ccc(F)cc1)C(c1cccs1)N1CCN(C)CC1 (stereo not given)	3	-4	8	0.1	-12	4	-7	0	2

# With a hit mark in CHRM1 antagonist, among the entries above:
entry | Molecule | CHRM1 antagonist | CHRM4 antagonist | M4 ag | M1 PAM
5 | Cc1ccc(NS(=O)(=O)c2ccc(C(=O)N3CC(C)CC(C)C3)cc2)cc1 (stereo not given) | 53* | 35* | 107* | -17
49 | Cc1ccc(Nc2nc(NCc3ccccc3)nc3ccsc23)c(C)c1 | 55* | 57* | 39* | -24

# Later entries.
no.	SMILES	CHO parental Ca	CHRM1 antagonist	OXTR potentiator	M1 ag parental	CHO-K1 Ca antag	CHRM4 antagonist	M1 ag	M4 ag	M1 PAM
61	Nc1nc(NCCOCCO)nc(NCc2ccccc2)c1[N+](=O)[O-]	x	-3	x	0.8	0	2	-1	2	7
62	COc1ccc(CNC(=O)COC(=O)c2ccc3ncsc3c2)cc1OC	-2	-10	-6	3.9	-25	-5	0	5	5
63	Cc1cccc(-n2c(C)cc(C=C(C#N)C#N)c2C)c1	3	0	1	0.0	9	9	-3	1	-6
64	O=C(COC(=O)c1ccc(O)cc1)NC(=O)NCc1ccccc1	-11	-7	-10	7.4	1	-3	11	6	6
65	O=C(NCc1cccnc1)c1ccc(COc2ccc(Cl)cc2Cl)o1	-10	11	-13	2.3	-9	-2	-5	5	-4
66	COc1cc(OC)c(OC)cc1/C=N/n1c(-c2n[nH]c3c2CCC3)n[nH]c1=S	-13	-16	11	-0.2	-7	1	-3	2	21
67	CC(C)NC(=O)C1Cc2c(-c3ccc4c(c3)OCO4)ccnc2O1 (stereo not given)	x	-4	x	0.0	-4	8	-5	0	-2
68	COc1cccc(OC)c1C(=O)NC(C)C12CC3CC(CC(C3)C1)C2 (stereo not given)	-7	0	-1	-0.4	16	6	-2	0	-7
69	C=CCC[C@H](Cc1ccc(F)cc1)C(=O)OC[C@H](Cc1c[nH]c2ccccc12)NC(=O)[C@H](CC=C)CC(=O)NCCO	-8	11	-8	1.3	5	30*	3	18	7
70	COc1ccc(-c2cc(=Nc3c(C)n(C)n(-c4ccccc4)c3=O)c3ccccc3o2)cc1	-10	7	-12	1.3	-5	6	-4	2	-1

# Compound activity deposited in PubChem by The Scripps Research Institute Molecular Screening Center.
